Bioassay records from PubChem BioAssay.
T cell modulator: modulators of CD8 T cell-vesicle binding, primary screen, mouse 2C CD8+ T cells, flow cytometry. calls only at 7 µM. 0.068% of 330,000 active. 2C CD8+ T cell-vesicle binding; hits give low values;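 active = response, share of CD8 T cells binding vesicles, and their 90th percentile fluorescence all below set limits, cut at about 80% in these data, passing the limit was not always enough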
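Material: 2C TCR transgenic mouse naive CD8+ T cells, MACS-purified. Also added: QL9-charged Drosophila Ld/ICAM-1/B7-1 vesicles. Timing: binding 1.5 h at 37 °C. Measured by: high-throughput flow cytometry with anti-B7-1 and anti-CD8 staining. Read-out: percent CD8+ FL2 mean versus row control. Controls: Unloaded micro-vesicles (low), QL9 vesicles with 0.7% DMSO (high).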
P. falciparum M17LAP: P. falciparum M17LAP inhibitors, primary screen, biochemical, fluorogenic H-Leu-NHMec substrate, 1536-well (AID 1619); Leucine aminopeptidase (Plasmodium falciparum (isolate 3D7)); recombinant M17LAP, H-Leu-NHMec fluorogenic kinetic assay; higher % means a stronger effect; inhibition, % at 30 µM, or IC50 in µM where a hit was titrated; 0.38% of 220,000 active;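 active = compound inhibiting the enzyme by more than half at any dose during confirmatory dose-response retesting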;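 also: plate controls were full reaction with DMSO carrier for no effect and no enzyme background for full effect; strong numbers were not always called active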
RSV antiviral HEp-2: RSV antiviral activity via CPE protection, HEp-2 cells, primary 10 µM value included (AID 2391); HEp-2 cells, RSV-induced CPE inhibition; higher % means a stronger effect; CPE inhibition, % at 10 µM, or IC50 in µM where a hit was titrated; 0.13% of 310,000 active; in the data active = a potency from the dose series; also: strong numbers were not always called active
PMI inhibition: human PMI inhibitors, high substrate, primary screen, biochemical, fluorescence intensity, high mannose 6-phosphate (AID 1220) | recombinant PMI enzyme, coupled fluorescence intensity; higher % means a stronger effect | inhibition, % at 20 µM; hits with a dose series show IC50 in µM | 0.66% of 190,000 active
UTI89 phage lysis: inhibition of K1F phage lysis, E. coli UTI89, bacterial capsule biogenesis inhibitors, alamar blue (AID 488966) | 0.02% of 340,000 active | inhibition, % at 100 µM, or IC50 in µM where a hit was titrated | E. coli UTI89 K1F phage lysis, alamar blue, 2 h; higher % means a stronger effect;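 active = phage lysis inhibition, versus mean bacterial control, above a set limit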;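 also: capsule biogenesis inhibitors block K1F phage lysis so surviving cells raise fluorescence; higher fluorescence means more inhibition of phage lysis; actives were called in the ten point dose series up to 300 µM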
PMI inhibitors: inhibitors of human PMI, primary screen, biochemical, fluorescence intensity, coupled assay (AID 1209); 0.42% of 190,000 active; purified PMI enzyme, coupled fluorescence intensity; higher % means a stronger effect; one-dose inhibition, % at 20 µM; IC50 in µM for titrated hits; Mannose-6-phosphate isomerase (Homo sapiens);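 also: plate controls were DMSO vehicle for no effect and wells lacking substrate for full effect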
M1AAP inhibition: P. falciparum M1AAP inhibitors, biochemical, fluorogenic H-Leu-NHMec substrate, 1536-well (AID 1445) | Aminopeptidase N (Plasmodium falciparum (isolate 3D7)) | recombinant M1AAP, H-Leu-NHMec fluorogenic kinetic assay; higher % means a stronger effect | inhibition, % at 30 µM, or IC50 in µM where a hit was titrated | 0.42% of 220,000 active;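 active = primary inhibition above the hit cutoff, then over 50% inhibition at one or more dose response concentrations, cut at about 23% in these data, passing the limit was not always enough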;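 also: plate controls were DMSO full reaction for no effect and no enzyme background for full effect; strong numbers were not always called active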
TNAP activators: human TNAP enzyme activators, primary screen, biochemical, luminescent, no phosphate acceptor, uHTS (AID 1001); Alkaline phosphatase, tissue-nonspecific isozyme (Homo sapiens); purified TNAP, luminescent activation assay, no phosphate acceptor; higher activation fold means a stronger effect; one-dose activation fold at 20 µM; EC50 in µM for titrated hits; 0.03% of 200,000 active; in the data active = activation fold from about 3, or a potency from the dose series; inactive = the rest, 99 in 100 with activation fold below about 1.6; also: many of its hits are not listed in these tables
West Nile antiviral: West Nile virus antiviral activity, cell-based, CPE readout (AID 1621); West Nile virus-infected cells, CPE inhibition; higher % means a stronger effect; one-dose CPE inhibition, % at 10 µM; IC50 in µM for titrated hits; 0.02% of 290,000 active; in the data active = a potency from the dose series; also: strong numbers were not always called active
T cell modulator vesicle-bound %: further read-out of T cell modulator, marked with its call; double positive events, %; measured here: CD8+ vesicle-bound cell fraction;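 binding gate set so that unloaded-vesicle control wells show 10% double positive cells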
Active calls of the source: *; [ ] = dose if it differs, or a comment. Rule as the data show it, unless noted: active = inhibition above about 50%; inactive = the rest.

For NC(=O)CSc1cn(Cc2cccc(F)c2)c2ccccc12 the results were T cell modulator inactive, P. falciparum M17LAP 7%, RSV antiviral HEp-2 0.5%, PMI inhibition 8%, UTI89 phage lysis 0.5%, PMI inhibitors 1%, M1AAP inhibition -4%, TNAP activators 1.2, West Nile antiviral -0.7% and T cell modulator vesicle-bound % 34.
Screening CN(C)c1ccc(/C=N/N(CCC#N)C2=NS(=O)(=O)c3ccccc32)cc1 returned T cell modulator inactive, RSV antiviral HEp-2 1.5%, UTI89 phage lysis 0.2%, West Nile antiviral -0.7% and T cell modulator vesicle-bound % 7.
For COc1ccc(CN2C3CCCC2CC(NC(=O)c2cccc(F)c2)C3)cc1 (stereo not drawn) the results were T cell modulator inactive, RSV antiviral HEp-2 -1.5%, UTI89 phage lysis -1.8%, West Nile antiviral -1.2% and T cell modulator vesicle-bound % 39.
`Cc1ccc(C(=O)n2ncn(C)c2=S)cc1` gave P. falciparum M17LAP -10%, PMI inhibition -36%, UTI89 phage lysis 0.0%, PMI inhibitors -32%, M1AAP inhibition -2%, TNAP activators 1.1 and West Nile antiviral 1.2%.
`O=C(NC1CCSC1=O)c1cccc(C(=O)NC2CCSC2=O)c1` (stereo not drawn) gave T cell modulator inactive, P. falciparum M17LAP 17%, RSV antiviral HEp-2 0.9%, PMI inhibition 8%, UTI89 phage lysis 0.5%[50 µM], PMI inhibitors 9%, M1AAP inhibition 18%, TNAP activators 1.1, West Nile antiviral 0.2% and T cell modulator vesicle-bound % 21.
`CNc1nc(NN)nc(Nc2ccccc2)n1` gave T cell modulator inactive, RSV antiviral HEp-2 3.1%, UTI89 phage lysis 0.6%, West Nile antiviral -0.1% and T cell modulator vesicle-bound % 59.
`CCC(C)NC(=O)/C(=C/c1ccco1)c1ccccc1` (stereo not drawn) gave T cell modulator inactive, P. falciparum M17LAP 1%, RSV antiviral HEp-2 1.5%, PMI inhibition 20%, UTI89 phage lysis 0.3%, PMI inhibitors 3%, M1AAP inhibition 3%, TNAP activators 1.1, West Nile antiviral 43% and T cell modulator vesicle-bound % 37.
O=c1oc2ccccc2n1Cc1cccc(Cl)c1 was read as T cell modulator inactive, P. falciparum M17LAP 2%, UTI89 phage lysis -0.9%, M1AAP inhibition 9%, West Nile antiviral -0.2% and T cell modulator vesicle-bound % 40.
Screening CCOc1ccc(CN2CCN(CC3CC3)CC2CCO)cc1 (stereo not drawn) returned T cell modulator inactive, RSV antiviral HEp-2 0.1%, UTI89 phage lysis -1.2%, West Nile antiviral -0.5% and T cell modulator vesicle-bound % 58.
Screening O=C(Nc1cccc(N2C(=O)C3CCCCC3C2=O)c1)c1ccccc1 (stereo not drawn) returned T cell modulator inactive, RSV antiviral HEp-2 1.5%, UTI89 phage lysis -0.6%[50 µM], West Nile antiviral -0.4% and T cell modulator vesicle-bound % 19.
COc1ccc(-n2nc3c(c2NC(=O)C(C)C)CSC3)cc1 was read as T cell modulator inactive, RSV antiviral HEp-2 0.5%, UTI89 phage lysis 0.5%, West Nile antiviral -0.3% and T cell modulator vesicle-bound % 45.
`O=C(NCc1ccncc1)c1cc(F)c(F)cc1Cl` gave T cell modulator inactive, P. falciparum M17LAP 1%, RSV antiviral HEp-2 0.4%, PMI inhibition 3%, UTI89 phage lysis 0.3%, PMI inhibitors 7%, M1AAP inhibition 2%, TNAP activators 1.1, West Nile antiviral -0.5% and T cell modulator vesicle-bound % 46.
CCN(CC)c1ccc(N2C(=O)CSC2=S)cc1 was read as T cell modulator inactive, P. falciparum M17LAP 31%, RSV antiviral HEp-2 1.8%, UTI89 phage lysis 1.7%, M1AAP inhibition 16%, TNAP activators 0.4, West Nile antiviral 0.1% and T cell modulator vesicle-bound % 37.
Screening O=C(CN1C(=O)/C(=C/c2ccccc2)SC1=S)NNC(=O)c1ccccc1O returned T cell modulator inactive, P. falciparum M17LAP 12%, RSV antiviral HEp-2 0.4%, PMI inhibition -21%, UTI89 phage lysis 0.4%, PMI inhibitors -8%, M1AAP inhibition 6%, TNAP activators 0.7, West Nile antiviral -0.3% and T cell modulator vesicle-bound % 54.
`O=C(Nc1cccc(NC(=O)c2cccs2)c1)c1ccc(Br)o1` gave T cell modulator inactive, RSV antiviral HEp-2 2.1%, UTI89 phage lysis -0.8%[50 µM], West Nile antiviral -1.0% and T cell modulator vesicle-bound % 20.

A run of entries taken from the entries so far:
For NC(=O)CSc1cn(Cc2cccc(F)c2)c2ccccc12 the results were T cell modulator inactive, P. falciparum M17LAP 7%, RSV antiviral HEp-2 0.5%, PMI inhibition 8%, UTI89 phage lysis 0.5%, PMI inhibitors 1%, M1AAP inhibition -4%, TNAP activators 1.2, West Nile antiviral -0.7% and T cell modulator vesicle-bound % 34.
Screening CN(C)c1ccc(/C=N/N(CCC#N)C2=NS(=O)(=O)c3ccccc32)cc1 returned T cell modulator inactive, RSV antiviral HEp-2 1.5%, UTI89 phage lysis 0.2%, West Nile antiviral -0.7% and T cell modulator vesicle-bound % 7.
For COc1ccc(CN2C3CCCC2CC(NC(=O)c2cccc(F)c2)C3)cc1 (stereo not drawn) the results were T cell modulator inactive, RSV antiviral HEp-2 -1.5%, UTI89 phage lysis -1.8%, West Nile antiviral -1.2% and T cell modulator vesicle-bound % 39.

New compounds follow:
For Cc1cc(S(=O)(=O)Nc2ccc(C(=O)N3CCN(c4ccccc4O)CC3)cc2)ccc1F the results were T cell modulator inactive, RSV antiviral HEp-2 15%, UTI89 phage lysis 0.1%, West Nile antiviral 1.7% and T cell modulator vesicle-bound % 35.
`Cn1c(CNC(=O)CNC(=O)c2ccc(F)cc2)cc(=O)n(C)c1=O` gave T cell modulator active, RSV antiviral HEp-2 6.2%, UTI89 phage lysis 4.2% and West Nile antiviral 0.1%.
Screening CCCC12CN(C(=O)c3ccc([N+](=O)[O-])cc3)CC(C)(CN(C(=O)c3ccc([N+](=O)[O-])cc3)C1)C2=O returned T cell modulator inactive, P. falciparum M17LAP -3%, RSV antiviral HEp-2 1.1%, M1AAP inhibition -2%, West Nile antiviral -0.4% and T cell modulator vesicle-bound % 23.
`Cc1ccccc1OCC(=O)N/N=C/C=C/c1ccccc1` gave T cell modulator inactive, P. falciparum M17LAP -1%, RSV antiviral HEp-2 1.4%, PMI inhibition 4%, UTI89 phage lysis 0.2%, PMI inhibitors -3%, M1AAP inhibition 4%, TNAP activators 1.2, West Nile antiviral 0.2% and T cell modulator vesicle-bound % 50.
O=C(OCc1nc2ccccc2[nH]1)C1CCCCC1 was read as T cell modulator inactive, P. falciparum M17LAP 4%, RSV antiviral HEp-2 -0.4%, PMI inhibition 14%, UTI89 phage lysis 0.1%, PMI inhibitors 10%, M1AAP inhibition 6%, TNAP activators 1.4, West Nile antiviral -0.5% and T cell modulator vesicle-bound % 48.
`OCc1ccnc2c(O)cccc12` gave T cell modulator inactive, P. falciparum M17LAP 14%, RSV antiviral HEp-2 -0.8%, PMI inhibition 60%*, UTI89 phage lysis -0.1%, PMI inhibitors 48%, M1AAP inhibition -9%, TNAP activators 1, West Nile antiviral -0.9% and T cell modulator vesicle-bound % 64.
CN(Cc1ccco1)C(=O)c1ccc(N2CCCC2=O)cc1 was read as T cell modulator inactive, P. falciparum M17LAP 7%, RSV antiviral HEp-2 3.4%, PMI inhibition 12%, UTI89 phage lysis 3.5%, PMI inhibitors -1%, M1AAP inhibition 7%, TNAP activators 1, West Nile antiviral 0.5% and T cell modulator vesicle-bound % 45.
CN1CCN(c2ccc(C(=O)c3ccccc3)cc2[N+](=O)[O-])CC1 was read as T cell modulator inactive, P. falciparum M17LAP 27%, RSV antiviral HEp-2 0.6%, PMI inhibition -10%, UTI89 phage lysis 5.6%, PMI inhibitors -9%, M1AAP inhibition 4%, TNAP activators 1, West Nile antiviral -1.4% and T cell modulator vesicle-bound % 35.
For CCn1c(C(C)NC(=O)c2cccc(C)c2)nc2ccccc21 (stereo not drawn) the results were T cell modulator inactive, P. falciparum M17LAP 5%, RSV antiviral HEp-2 1.2%, PMI inhibition -4%, UTI89 phage lysis 1.5%, PMI inhibitors -5%, M1AAP inhibition -1%, TNAP activators 1, West Nile antiviral -0.4% and T cell modulator vesicle-bound % 40.
`CCOc1ccc(N=C2NC(=O)C(CC(=O)O)S2)cc1` (stereo not drawn) gave T cell modulator inactive, P. falciparum M17LAP 30%, RSV antiviral HEp-2 1.3%, PMI inhibition 0%, UTI89 phage lysis -0.1%, PMI inhibitors 2%, M1AAP inhibition -6%, TNAP activators 0.6, West Nile antiviral -0.4% and T cell modulator vesicle-bound % 28.
Screening O=C(C1CCN(C2CC(=O)N(c3ccc(Cl)cc3)C2=O)CC1)N1CCOCC1 (stereo not drawn) returned T cell modulator inactive, P. falciparum M17LAP 3%, RSV antiviral HEp-2 0.9%, PMI inhibition -4%, UTI89 phage lysis -0.5%, PMI inhibitors -2%, M1AAP inhibition 5%, TNAP activators 1.1, West Nile antiviral 0.0% and T cell modulator vesicle-bound % 14.
For COC(=O)CCCC(=O)N1CCC(CCC(=O)NCc2ccc(F)cc2)CC1 the results were T cell modulator inactive, RSV antiviral HEp-2 0.0%, UTI89 phage lysis -1.2%, West Nile antiviral 0.4% and T cell modulator vesicle-bound % 62.
Screening CC(C)OCCCNC(=O)c1ccc2c(=O)n(Cc3ccc4c(c3)OCO4)c(=S)[nH]c2c1 returned T cell modulator inactive, P. falciparum M17LAP 2%, RSV antiviral HEp-2 -1.5%, PMI inhibition 4%, UTI89 phage lysis 0.2%, PMI inhibitors 9%, M1AAP inhibition 0%, TNAP activators 1.1, West Nile antiviral -0.1% and T cell modulator vesicle-bound % 41.
`CCOC(=O)c1c(-c2ccccc2)oc2ccc(OCC(=O)NN)cc12` gave T cell modulator inactive, RSV antiviral HEp-2 4.4%, UTI89 phage lysis -1.0%, West Nile antiviral -0.1% and T cell modulator vesicle-bound % 56.
CNC(=O)CCC(=O)Nc1ccc(C)cc1 was read as T cell modulator inactive, P. falciparum M17LAP 1%, RSV antiviral HEp-2 1.4%, PMI inhibition -3%, UTI89 phage lysis 0.4%, PMI inhibitors 23%, M1AAP inhibition 4%, TNAP activators 1.2, West Nile antiviral 0.3% and T cell modulator vesicle-bound % 52.
